Pf growth 48h = Primary qHTS for delayed death inhibitors of the malarial parasite plastid, 48 hour incubation. AID 504832, 2011. Potency, µM (titrated, usually from 28.7 µM), for the others: at the top dose activity change, negative = inhibition, most hits filed as inhibitors. 310,000 compounds, 5.9% hits. P. falciparum luciferase growth in erythrocytes, 48 h
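In quantitative HTS format, infected erythrocytes bearing luciferase-reporter parasites were treated for a single generation at 37 C. Luminescence after adding detection reagent served as the growth measure.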
Sm TGR block = qHTS Assay for the Inhibitors of Schistosoma Mansoni Peroxiredoxins. Schistosoma mansoni thioredoxin glutathione reductase (TGR), Q962Y6. purified TGR, DTNB reduction, TNB absorbance 405 nm. Potency, µM (top dose mostly 114 µM), for the others: at the highest dose activity change, negative = inhibition, actives largely listed as inhibitors. 360,000 compounds, 3% hits; also: nearly all actives have a fitted effect of over 60% in size
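Kinetic colorimetric format: TGR-catalysed, NADPH-driven DTNB reduction monitored via TNB absorbance. Enzyme dispensed at 20 nM; compound exposure 15 min at room temperature before reaction start.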
HCV inhibitor = qHTS Assay for Inhibitors of Hepatitis C Virus (HCV); AID 651820, 2012; Potency, µM (titrated, usually from 41.8 µM), without a hit: top-dose activity change, negative = inhibition, hits mostly inhibitors; 340,000 compounds, 3.4% hits; Huh7.5.1 HCVcc-Cre infection, luciferase reporter, 44 h
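Infectious HCVcc-Cre (~0.5 moi) was added to cells just after compound, with cells seeded 4 h earlier at 1,000 per well. Luciferase activity after 44 h culture reported infection; substrate was incubated 15 min at room temperature before reading.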
LmPK inh = qHTS Assay for Inhibitors of Leishmania Mexicana Pyruvate Kinase (LmPK). Q27686. purified LmPK, Kinase-Glo ATP luminescence, 1 h. Potency, µM (top dose mostly 57.5 µM), for the others: at the highest dose activity change, negative = inhibition, hits mostly inhibitors. 290,000 compounds, 0.37% hits. AID 1721, 2009
Target sequence (Q27686 whole entry, looked up): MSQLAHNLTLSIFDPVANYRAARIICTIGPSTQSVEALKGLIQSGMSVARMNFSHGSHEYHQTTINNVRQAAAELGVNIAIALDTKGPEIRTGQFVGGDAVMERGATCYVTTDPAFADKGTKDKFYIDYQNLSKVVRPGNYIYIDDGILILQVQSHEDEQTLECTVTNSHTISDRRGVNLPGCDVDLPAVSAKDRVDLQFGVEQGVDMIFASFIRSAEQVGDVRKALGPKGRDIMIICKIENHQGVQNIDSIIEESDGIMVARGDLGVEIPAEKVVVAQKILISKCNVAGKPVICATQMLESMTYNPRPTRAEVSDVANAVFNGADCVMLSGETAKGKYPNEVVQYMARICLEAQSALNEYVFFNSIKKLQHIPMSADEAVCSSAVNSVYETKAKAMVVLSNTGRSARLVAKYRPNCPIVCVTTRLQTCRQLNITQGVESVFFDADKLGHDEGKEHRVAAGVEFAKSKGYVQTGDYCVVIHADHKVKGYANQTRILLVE
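Screened at intermediate enzyme activity to detect both inhibitors and activators: LmPK at 0.1 nM, with a 0.5 nM enzyme column as activation reference. PEP 0.5 mM, ADP 0.1 mM; ATP detected by luminescence after 1 h.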
Pf growth 96h = Primary qHTS for delayed death inhibitors of the malarial parasite plastid, 96 hour incubation. AID 504834, 2011. P. falciparum luciferase reporter growth, 96 h. Potency, µM (top dose mostly 28.7 µM), for the others: top-dose activity change, negative = inhibition, hits mostly inhibitors. 320,000 compounds, 6.9% hits
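96 h incubation, 37 C, 5% CO2, of luciferase-reporter P. falciparum-infected RBCs (2% hematocrit, 0.05% parasitemia final) with test compounds; endpoint luminescence.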
TbPYK inhibitor = qHTS of Trypanosoma Brucei Inhibitors. pyruvate kinase (Trypanosoma brucei), Q57TT1. TbPYK enzyme, Kinase-Glo Plus ATP luminescence, 45 min. Potency, µM (doses to about 76.8 µM), for inactives: top-dose activity, negative = inhibition, actives largely listed as inhibitors. 410,000 compounds, 0.12% hits; also: nearly all actives have a fitted effect of over 50% in size
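Quantitative HTS: titrated library compounds versus trypanosomal pyruvate kinase in TEA buffer (pH 7.2) containing KCl, MgCl2, BSA and Tween-20. Reactions were initiated with ADP, 130 uM final. Kinase-Glo Plus luminescence was read after 45 min at RT.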
The depositor's hits bear a star; ? = inconclusive; / = no result given; & = joins results of further samples; [ ] = remark or other dose. Calls follow the shape of the dose curve; as a rule, active = well fitted curve in the direction sought with a large enough effect; inconclusive = small, poorly fitted or top-dose-only effect, or another doubt; inactive = no such curve, though single readings can be large; an effect the other way counts as inactive or inconclusive. % is scaled to controls: 0 for no effect and ±100 for the full control effect; potency is read from the fitted curve at half-maximal effect.

SMILES	Pf growth 48h	Sm TGR block	HCV inhibitor	LmPK inh	Pf growth 96h	TbPYK inhibitor
O=C(CSc1oc(-c2ccc(F)cc2)nc1S(=O)(=O)c1ccccc1)NCC1CCCO1 (centres undefined)	-3%	-10%	-8%&8%	-4%	-98%	5%
Cc1c(N2C(=O)/C(=C3\C(=O)N(CC(=O)O)c4ccccc43)SC2=S)c(=O)n(-c2ccccc2)n1C	39%[activator]	?	15%	-10%	82%[activator]	-5%
Cc1ccc(C(C#N)N2CCOCC2)cc1 (centres undefined)	-2%	4%	/	-3%	/	9%
O=C(Cc1ccc(Cl)c(Cl)c1)Nc1ccccc1N1CCOCC1	0%	-15%	?	1%[11.5 µM]	-29%	1%
CCN1C(=O)c2cccc3c(S(=O)(=O)NCc4ccccc4)ccc1c23	?	-5%	-23%	/	-55%	2%
CCOc1ccc(S(=O)(=O)N2CCN(C(=O)c3sccc3C)CC2)cc1	/	-24%	-26%	-3%	8%	0%
COc1ccc(C2=NN(CCC(=O)NCC3CCCO3)C(=O)CC2)cc1 (centres undefined)	40%[activator]	-2%	7%	3%	64%[activator]	-4%
NC(=O)c1ccc[n+](CC(=O)c2ccc(Cl)c(Cl)c2)c1	30%[activator]	7%	9%	-1%	23%	9%
Cc1cccc(NC(=O)CSCc2cc(=O)n3c(C)csc3n2)c1C	6%	-1%	10%	3%	-1%	-24%
O=[n+]1cc(-c2ccccc2)n([O-])c2c1CCC2	-3%	0%	?	2%	2%	-10%
CCOc1cc([C@@H]2C[C@H]3CN(c4ccccc4)C(=O)[C@]34CCCN24)ccc1OC	?	?	?	4%	-2%	-5%
Cc1ccc2[nH]cc(CCNC(=O)C3CCCCC3)c2c1	-7%	7%	-30%	5%	290%[activator]	1%
O=C(COC(=O)Cc1ccc(Cl)cc1)NC1CCCC1	14%	-13%	12%	/	6%	-4%
Cc1ccc2nc3c(cc(C#N)c(=O)n3CCN3CCOCC3)c(=O)n2c1	14%	0%	/	-7%	57%[activator]	/
Cn1c(-c2ccc(=O)[nH]c2)nc2ccccc21	?	2%	17%	-1%	?	4%
COc1cccc(CCc2nnc(CCC(=O)N(C)C3CC(C)(C)NC(C)(C)C3)o2)c1	-2%	-19%	10%	5%	7%	6%
COc1ccc(NC(=O)CN2CCC(C(=O)c3ccc(F)cc3)CC2)c(OC)c1	-16%	0%	-15%	-1%	17%	1%
CC(C)Oc1ccc(C(=O)NCc2cccnc2)cc1	/	8%[11.4 µM]	-21%	0%	0%	-3%
COc1ccc(/C=N/NC2=NS(=O)(=O)c3ccccc32)cc1OC(C)=O	?	-2%	22%	2%	8%	16%
CCn1c(SCc2ccc(C#N)cc2)nnc1-c1ccc(S(=O)(=O)N2CCCCC2)cc1	1.5µM*	11%	7.9µM*	3%	-2%	-17%
Cc1ccc(C)c(NS(=O)(=O)c2ccc3[nH]c(=O)[nH]c3c2)c1	9%	-1%	10%	5%	8%	10%
CC(C)CN(C(=O)COC(=O)C12CC3CC(CC(C3)C1)C2)c1c(N)n(Cc2ccccc2)c(=O)[nH]c1=O	1.2µM*	-1%	16µM*	/	0.13µM*	-5%
O=C(Cn1cnc2ccccc21)N/N=C/c1ccccn1	1%	10%	15%	-2%	37%[activator]	-2%
Cc1cc(C)c(C)c(S(=O)(=O)N(C)C2CCN(C)CC2)c1C	?	-1%	-25%	1%	-13%	-4%
O=C(CSc1nnnn1-c1ccc(C(=O)O)cc1)NC1CCCCC1	14%	-2%	12%	4%	?	-4%
Cc1cc(C)cc(NC(=O)CSc2nc3[nH]c(=O)cc(O)c3s2)c1	1%	12%	4%	-3%	-9%	-1%
CCOc1ccc(-c2nnn(CC(=O)Nc3ccccc3OC)n2)cc1OCC	23%	3%	-11%	2%	89%[activator]	3%
CCOC(=O)/C(C#N)=C1/SC(CC)C(=O)N1c1ccc(Br)cc1 (centres undefined)	1%	-21%	-12%	-2%	23%	1%
COc1ccccc1-c1c(C)nn2c(N3CCCCCC3)cc(C)nc12	10µM*	-7%	13µM*	3%	9.3µM*	3%
O=C(NC1CCCCC1)C(c1ccc(O)c(O)c1)N(C(=O)Cn1nnc2ccccc21)c1cccc(O)c1 (centres undefined)	-19%	-4%	7%	4%	1%	-4%

Whole records, looked up by structure.
`Cc1cc(C)c(C)c(S(=O)(=O)N(C)C2CCN(C)CC2)c1C` reads Pf growth 48h: ?; Sm TGR block: -1%; HCV inhibitor: -25%; LmPK inh: 1%; Pf growth 96h: -13%; TbPYK inhibitor: -4%
`COc1ccc(/C=N/NC2=NS(=O)(=O)c3ccccc32)cc1OC(C)=O` reads Pf growth 48h: ?; Sm TGR block: -2%; HCV inhibitor: 22%; LmPK inh: 2%; Pf growth 96h: 8%; TbPYK inhibitor: 16%
`CC(C)CN(C(=O)COC(=O)C12CC3CC(CC(C3)C1)C2)c1c(N)n(Cc2ccccc2)c(=O)[nH]c1=O` reads Pf growth 48h: 1.2µM*; Sm TGR block: -1%; HCV inhibitor: 16µM*; LmPK inh: /; Pf growth 96h: 0.13µM*; TbPYK inhibitor: -5%

(cont.)
SMILES	Pf growth 48h	Sm TGR block	HCV inhibitor	LmPK inh	Pf growth 96h	TbPYK inhibitor
CC12CCC(C/C1=N/NC(=O)Nc1ccccc1)C2(C)C (centres undefined)	47%[activator]	-4%	1%	5%	36%[5.75 µM]	6%
Cc1ccc2nc(Nc3nc(=O)c4ccccc4n3C)nc(C)c2c1	/	10%[11.4 µM]	/	10%	2%	/
Cc1ccccc1NC(=O)CCCN1C(=O)C2CC=CCC2C1=O (centres undefined)	2%	-23%	6%	-8%	31%[activator]	-1%
O=C(CCNC(=O)c1ccc([N+](=O)[O-])cc1)NCCc1ccc(Cl)cc1	-5%	8%	3%	3%	?	2%
O=S(=O)(c1ccc(-n2cnnn2)cc1)N(C1CCCCC1)C1CCCCC1	/	3%	22%	0%	-6%	3%
CCOC(=O)C1CCCN(C(=O)c2cnn3c(C(F)(F)F)cc(-c4ccccc4)nc23)C1 (centres undefined)	9.3µM*	-4%	-24%	-6%	/	-6%
COc1ccc(OC)c(NC(=O)CN2C(=O)COc3ccc(C)cc32)c1	?	-14%	-25%	-1%	?	3%
Cc1ccnc(NC(=O)CNC(=O)c2ccc3c(c2)OCO3)c1	45%[activator]	1%	0%	-7%	65%[activator]	2%
COc1ccc(-c2nc(N3CCOCC3)nc3n[nH]c(N)c23)cc1	-62%	10%	-16%	3%	-10%	5%
O=C(OCC(=O)N1CCCCC1)c1cc(NS(=O)(=O)c2ccc(Cl)c([N+](=O)[O-])c2)ccc1O	-9%	-25%	-11%	11%	-10%	-3%
Cc1cc(C)c2oc(-c3ccc(Cl)c(NC(=O)c4ccc(C#N)cc4F)c3)nc2c1	?	-23%	4%	2%	1%	2%
Cn1c(C(=O)N2CCN(c3cccc(C(F)(F)F)c3)CC2)cc2sccc21	4%	-2%	?	-1%	9.3µM*	1%
COCCCn1c(=NC(=O)c2ccc3c(c2)OCO3)c(C#N)cc2c(=O)n3cccc(C)c3nc21	?	-4%	/	-2%	72%[activator]	/
O=C(CCl)Nc1ccccc1C(=O)c1ccccc1	?	35µM*	?	-4%	?	-7%
O=C1OC(Nc2cc(Br)cc3cccnc23)c2ccccc21 (centres undefined)	1%	-22%	-13%	1%	24%	1%

Reformatted bar-delimited: 4 of the compounds above
Compound | Pf growth 48h | Sm TGR block | HCV inhibitor | LmPK inh | Pf growth 96h | TbPYK inhibitor
O=C1OC(Nc2cc(Br)cc3cccnc23)c2ccccc21 (centres undefined) | 1% | -22% | -13% | 1% | 24% | 1%
COCCCn1c(=NC(=O)c2ccc3c(c2)OCO3)c(C#N)cc2c(=O)n3cccc(C)c3nc21 | ? | -4% | / | -2% | 72%[activator] | /
Cc1ccc2nc(Nc3nc(=O)c4ccccc4n3C)nc(C)c2c1 | / | 10%[11.4 µM] | / | 10% | 2% | /
CCOC(=O)C1CCCN(C(=O)c2cnn3c(C(F)(F)F)cc(-c4ccccc4)nc23)C1 (centres undefined) | 9.3µM* | -4% | -24% | -6% | / | -6%

The list continues.
SMILES	Pf growth 48h	Sm TGR block	HCV inhibitor	LmPK inh	Pf growth 96h	TbPYK inhibitor
CCN(C(=O)COC(=O)c1cc(OC)c(OC)cc1[N+](=O)[O-])C1CCS(=O)(=O)C1 (centres undefined)	5%	0%	0%	-9%	?	1%
COCCN(CCOC)c1ncc(Cl)c(C(=O)c2c(C)cc3ccccn23)n1	?	-24%	?	5%	-19%	2%
Nc1nc(CN2CCc3ccccc3C2)nc(Nc2ccccc2)n1	?	-28%	?	4%	/	-1%
CCC(=O)n1nc(-c2ccco2)nc1SCc1ccccc1	34%[activator]	8.9µM*	28%	-3%	1%[5.75 µM]	5%
CCN1CCN(c2ccc(S(=O)(=O)N3CCCCC3)cc2NC(=O)/C=C/c2ccc(OC(F)F)cc2)CC1	9.3µM*	-7%	?	/	4.1µM*	-6%
COC(=O)c1cc2nc(-c3ccc(OC)c(OC)c3)cc(C(F)(F)F)n2n1	20%	2%	-10%	4%	26%	-4%
N/C(=N\C(=S)Nc1ccccc1)c1ccccc1	220%[activator]	46%[activator]	?	5%	434%[activator]	0%
Cc1cccc(NC(=O)Cn2cnc3ccc(S(=O)(=O)N4CCC(C)CC4)cc3c2=O)n1	-18%	0%	-4%	-5%	?	2%
O=C(CSc1nnc(CNC(=O)c2c(F)cccc2F)o1)Nc1ccc2c(c1)OCCO2	-6%	-18%	3%	-9%	13%	-9%
CNC(=S)N(Cc1ccccc1)Cc1cccnc1	-6%	-5%	10%	-1%	13%	0%
Cc1nc(CS(=O)(=O)c2ccccn2)sc1C(=O)NNC(=O)c1ccccc1	6%	-9%	10%	1%	19%	-3%
C/C(CCC(C)C)=N\NS(=O)(=O)c1ccc(C)c([N+](=O)[O-])c1	23%	?	2%	0%	-7%	-14%
Fc1cccc(C2CC(c3cccc(Br)c3)Nc3nnnn32)c1 (centres undefined)	?	4%	-4%	-5%	47%[activator]	-3%
CCOC(=O)c1ccccc1NC(=O)COC(=O)CCCOc1ccccc1	4%	-2%	13%	/	9%	-2%
O=C1c2ccccc2-c2n[nH]c(=O)c3ccc(N4CCCCC4)c1c23	-24%	-4%	11µM*	10%	-16%	-4%
CCN(CC)S(=O)(=O)c1ccc(N2CCCCC2)c(NC(=O)/C(C#N)=C/c2ccc(OC)cc2)c1	?	1%	?	2%	12µM*	-1%
COc1ccc(CNc2nc3ccccc3n2CCN2CCCCC2)c(OC)c1	?	2%	-14%	1%	13%	4%
COc1cccc(/C=N/n2c(SC)nnc2-c2ccccc2)c1O	13%	-3%	?	-1%	?	-7%

Reprinted at random: 3 records from the list
SMILES	Pf growth 48h	Sm TGR block	HCV inhibitor	LmPK inh	Pf growth 96h	TbPYK inhibitor
Cc1cccc(NC(=O)Cn2cnc3ccc(S(=O)(=O)N4CCC(C)CC4)cc3c2=O)n1	-18%	0%	-4%	-5%	?	2%
O=C(Cc1ccc(Cl)c(Cl)c1)Nc1ccccc1N1CCOCC1	0%	-15%	?	1%[11.5 µM]	-29%	1%
Cc1ccc2nc3c(cc(C#N)c(=O)n3CCN3CCOCC3)c(=O)n2c1	14%	0%	/	-7%	57%[activator]	/

Screens: PubChem BioAssay, National Center for Advancing Translational Sciences (NCATS)
